Source: PubChem BioAssay
MC4R antagonist – MC4R antagonists of cAMP signaling, primary screen, cell-based, TR-FRET, antagonist arm of biased-ligand search; Melanocortin receptor 4 (Homo sapiens), P32245; MC4R-expressing cells, MTII-stimulated cAMP, LANCE TR-FRET; inhibition, % at 6.5 µM; hit rate 0.48% among 360,000; AID 540295, 2011;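 active = inhibition above its plate's cutoff, the mean of tested wells on that plate plus 3 SD, cut at about 29% in these data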;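 note: 0% = Melanotan II alone and 100% = Melanotan II plus saturating MCL0020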
Target sequence (P32245 whole entry, looked up): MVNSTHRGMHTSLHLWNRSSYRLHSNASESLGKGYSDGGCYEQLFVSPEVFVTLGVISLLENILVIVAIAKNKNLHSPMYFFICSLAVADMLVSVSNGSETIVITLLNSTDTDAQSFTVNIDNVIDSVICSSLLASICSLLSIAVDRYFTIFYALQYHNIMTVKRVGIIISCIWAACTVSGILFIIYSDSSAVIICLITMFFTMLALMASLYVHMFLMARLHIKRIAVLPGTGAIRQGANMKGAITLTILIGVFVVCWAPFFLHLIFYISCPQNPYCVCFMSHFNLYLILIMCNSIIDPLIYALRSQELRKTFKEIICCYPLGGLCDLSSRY
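system = U2OS cells with stable human MC4R expression | also added = Melanotan II challenge after compound preincubation | dosing = one concentration, 6.5 µM nominal | incubation = compound 30 min, challenge 1 h, detection 1 h | measured by = TR-FRET with Eu-cAMP and labeled anti-cAMP, 671 nm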
CaV13 FRET inh – Disruptors of the CACNA1D IQ motif to Ca2+-dependent inactivation inhibitor domain association, primary screening, Förster resonance energy transfer in intact living …. HEK cells, CFP/YFP FRET ICDI-IQ, plate reader, 10 min; percent FRET-ratio fall versus neutral wells. AID 743397. hit rate 0.098% among 340,000. inhibition, % at 12.3 µM;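 active = mean replicate inhibition of at least 30% and at least 1% of replicates passing that level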;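 note: 0% = median of the neutral control wells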
Vif inh – HIV Vif self-association inhibitors, primary screen, imaging, HEK293T, single point. HEK293T cells, Vif self-association by quenched fluorescence, 24 h. hit rate 0.35% among 340,000. AID 602346, 2012. inhibition, % at 7.49 µM; in the data active = inhibition above about 50%, passing the limit was not always enough; note: some results filed as inactive read as strong as hits
m5-HT2A agonist – mouse Htr2a agonists via beta-arrestin recruitment, primary screen, cell-based, luminescence | CHO-K1 mHTR2A beta-arrestin complementation; percent of 30 µM serotonin response | activation, % at 7.6 µM | hit rate 0.66% among 360,000 | AID 624169, 2012;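 active = activation above a run cutoff, the mean activation of all tested compounds plus 3 SD, cut at about 14% in these data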;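 note: 0% = plate median of compound wells and 100% = 30 µM serotonin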
Target sequence (P35363 whole entry, looked up): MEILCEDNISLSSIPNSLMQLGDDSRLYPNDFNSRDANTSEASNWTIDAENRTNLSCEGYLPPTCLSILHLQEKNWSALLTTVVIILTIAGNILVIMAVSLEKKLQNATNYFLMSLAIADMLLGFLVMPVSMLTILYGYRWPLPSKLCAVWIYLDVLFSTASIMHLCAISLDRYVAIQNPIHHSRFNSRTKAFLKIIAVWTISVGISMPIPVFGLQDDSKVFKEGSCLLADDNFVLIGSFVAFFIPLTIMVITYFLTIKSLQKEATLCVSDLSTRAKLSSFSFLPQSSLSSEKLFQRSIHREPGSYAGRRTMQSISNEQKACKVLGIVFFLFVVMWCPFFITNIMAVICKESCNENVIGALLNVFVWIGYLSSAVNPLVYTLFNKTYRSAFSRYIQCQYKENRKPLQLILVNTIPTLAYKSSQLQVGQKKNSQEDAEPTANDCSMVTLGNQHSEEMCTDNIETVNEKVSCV
PDI inh – inhibitors of human PDI, primary screen, biochemical, turbidity, single point, plate reader; inhibition, % at 10 µM; PDI insulin aggregation turbidity, A650, 90 min; hit rate 0.052% among 350,000; Protein disulfide-isomerase (Homo sapiens), P07237;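 active = mean inhibition across replicates of 30% or more, whatever share of single replicates reach that level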;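 note: absorbance from insulin aggregation driven by PDI reduction with DTT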
MC4R barr agon – MC4R agonists recruiting beta-arrestin, primary screen, cell-based, luminescence, agonist arm of biased-ligand search; AID 540308, 2011; activation, % at 8.9 µM; hit rate 0.98% among 360,000; Melanocortin receptor 4 (Homo sapiens), P32245; U2OS MC4R beta-arrestin complementation; percent of melanotan II response, DMSO zero;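 active = activation above a per-plate cutoff, the mean activation of sample wells on that plate plus 3 SD, cut at about 8% in these data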
ABCB6 inh 2 – ABCB6 transporter inhibitors, primary screen, K562-ABCB6 cells, flow cytometry, MLPCN library | K562-ABCB6 porphyrin accumulation, 1 h; active compounds read low | fluorescence ratio to DMSO, % at 10 µM | hit rate 0.19% among 360,000;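 active = fluorescence ratio to DMSO below 75%, the collection mean minus 3 SD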;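 note: signal is porphyrin accumulated inside mitochondria; 100% equals median channel fluorescence of DMSO control wells; lower ratio means ABCB6 inhibition with less porphyrin fluorescence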
aDG glyco act – activators of alpha-DG glycosylation, primary screen, uHTS, Pro5-aDG cells, AlphaScreen; activation, % at 10 µM; alpha-DG glycosylation AlphaScreen (IIH6); 0% Pro5, 100% B10-LARGE cell signal; hit rate 0.22% among 360,000;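 active = activation of at least 8% versus controls, or a plate z-score of at least 8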;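 note: Pro5 are CHO cells carrying HIG-tagged alpha-DG that lacks glycosylation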
Cardio protect – cardioprotection against H2O2-induced cell death, primary screen, uHTS, H9c2 cells, ATPLite luminescence; H9c2 cardiomyocytes, H2O2 injury protection, 2 h; protection from H2O2 cell death, % at 20 µM; hit rate 0.63% among 360,000; AID 588492, 2011;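 active = compounds giving at least 50% protection of heart cells from peroxide-induced death in the single-dose screen, raw or plate-pattern-corrected value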;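 note: 0% = DMSO wells with peroxide and 100% = DMSO wells without peroxide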
Glyco luc inh – increase of ERlucT glycosylation luciferase signal, primary screen, N-linked glycosylation inhibitor project, D54 ERlucT cells, luminescence, set 2; D54 ERlucT glycosylation luciferase reporter, 24 h; percent of 100 nM tunicamycin response; reporter increase, % at 12.5 µM; hit rate 0.23% among 360,000; AID 588692, 2011;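 active = mean luciferase reporter signal, scaled so untreated is 0 and the glycosylation-blocking control 100, at or above a set limit in every replicate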;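 note: luciferase carries N-glycosylation sites so blocking glycosylation raises the light; 0% = median of neutral control wells and 100% = median of 100 nM tunicamycin wells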
* = called active by the depositor; . = no result given. Compounds as they come. About 3.6% of those tested had a hit in this group.

Start of the data: the first 3 entries (preview)
SMILES | MC4R antagonist | CaV13 FRET inh | Vif inh | m5-HT2A agonist | PDI inh | MC4R barr agon | ABCB6 inh 2 | aDG glyco act | Cardio protect | Glyco luc inh
O=C(Nc1ccccc1)Nc1nnc(-c2ccccc2)o1 | 8 | -5 | 29 | -4 | -9 | -0.4 | 99 | 0.4 | 4 | 1
CCOC(=O)c1cccc(NC(=O)N2CCOCC2)c1 | 6 | -2 | -10 | 2 | -11 | 0.4 | 94 | 0.3 | -1 | 0
Cc1nnc(SCCN2CCOCC2)c2nn(-c3ccccc3F)c(C)c12 | 8 | -6 | 1 | -8 | -3 | -1.4 | 104 | -0.3 | -1 | -6

The whole of this part, previewed entries included:
SMILES | MC4R antagonist | CaV13 FRET inh | Vif inh | m5-HT2A agonist | PDI inh | MC4R barr agon | ABCB6 inh 2 | aDG glyco act | Cardio protect | Glyco luc inh
O=C(Nc1ccccc1)Nc1nnc(-c2ccccc2)o1 | 8 | -5 | 29 | -4 | -9 | -0.4 | 99 | 0.4 | 4 | 1
CCOC(=O)c1cccc(NC(=O)N2CCOCC2)c1 | 6 | -2 | -10 | 2 | -11 | 0.4 | 94 | 0.3 | -1 | 0
Cc1nnc(SCCN2CCOCC2)c2nn(-c3ccccc3F)c(C)c12 | 8 | -6 | 1 | -8 | -3 | -1.4 | 104 | -0.3 | -1 | -6
COc1ccc(N2CC(C(=O)N3CCN(S(=O)(=O)c4ccc(F)c(F)c4)CC3)CC2=O)c(OC)c1 (configuration not stated) | 5 | -13 | -4 | -2 | 16 | -1.6 | 94 | -0.2 | -2 | 1
CCCNC(=O)c1n[nH]c(=O)c2ccccc12 | 0 | -5 | -2 | 0 | 3 | 1.8 | 104 | -0.4 | 32 | 0
COCCNC(=O)C1(C)CCN(C(=O)c2cc(C)n(C(C)(C)C)n2)C1 (configuration not stated) | -1 | -5 | . | -4 | 4 | -1.9 | 86 | 0.1 | -2 | 7
CCCCn1nc(C(=O)Nc2ccc(S(=O)(=O)Nc3ncccn3)cc2)c2ccccc2c1=O | 27 | -2 | 5 | 7 | -3 | 0.5 | 98 | 0.5 | 1 | 2
O=C(CCCc1cccs1)Nc1nccs1 | -1 | 1 | -5 | 4 | -8 | 3.6 | 98 | 0.8 | 7 | 1
Cc1cc(Cl)ccc1OCC(=O)NCCCCc1ccccc1 | 0 | -3 | 11 | -2 | -2 | 0.1 | 100 | -0.1 | -11 | -1
CC(=O)COc1ccc2c3c(c(=O)oc2c1)CCCC3 | 7 | -8 | 8 | 0 | -2 | -1.6 | 91 | 0.0 | -2 | 1
NC(=O)NC(=O)CSc1nc(-c2ccccc2)c(-c2ccccc2)n1CC1CCCO1 (configuration not stated) | -2 | -5 | 5 | 5 | 1 | -0.7 | 98 | 0.4 | 5 | 2
Cc1nc2sc(C(c3ccco3)N3CCN(C(c4ccccc4)c4ccccc4)CC3)c(O)n2n1 (configuration not stated) | 11 | -3 | 3 | -7 | . | -0.1 | 95 | 0.1 | -7 | -2
COc1ccccc1N(CC1CO1)S(=O)(=O)c1ccc(C)cc1 (configuration not stated) | 19 | -5 | 10 | 2 | -1 | -0.9 | 88 | 0.0 | -2 | 2
Cc1nn(-c2ccccc2)c2sc(C(=O)c3c(N)n(C)c(=O)n(C)c3=O)cc12 | -3 | . | -15 | -3 | 4 | 1.6 | 108 | -0.1 | -8 | -6
c1cc2[nH]c3ccncc3c2cn1 | -5 | -18 | . | 2 | 1 | -1.3 | 103 | -0.2 | 10 | 0
CCOC(=O)C1(Cc2ccc(OC)cc2)CCN(C(=O)[C@@H]2CCCN2C(C)=O)CC1 | 5 | 7 | -6 | 1 | 4 | -1.0 | 97 | 0.0 | -1 | -1
CCOC(=O)N1CCC(NC(=O)c2cc3c(=O)n(C)c4ccccc4c3n2C)CC1 | 4 | -10 | -2 | 0 | . | -0.2 | 95 | -0.3 | 36 | 12
CC(=O)Nc1ccc(S(=O)(=O)NCc2csc(-c3cccnc3)n2)cc1 | 8 | . | -13 | 2 | -22 | -0.8 | 102 | -0.4 | 0 | 1
Cc1cc(=O)oc2cc(OCc3ccc(C(=O)OCC(=O)Nc4ccccc4OC(F)F)cc3)ccc12 | 4 | -3 | -2 | 4 | -8 | -0.3 | 103 | 0.1 | 10 | 3
O=C(NC1CCS(=O)(=O)C1)c1ccc(Br)o1 (configuration not stated) | -1 | -5 | 10 | 5 | -50 | -2.9 | 94 | -0.1 | 0 | 4
COc1ccc(S(=O)(=O)N2CCCCC2)cc1NC(=O)c1ccc(Cl)nc1 | 16 | -2 | 9 | 0 | 1 | 0.3 | 90 | -0.3 | -4 | -2
Cc1ccc(NC(=O)CSc2nnc(C3CC3)n2CC2CCCO2)c(C)c1 (configuration not stated) | 7 | -7 | 6 | -7 | 7 | -0.7 | 100 | -0.1 | 0 | 2
Cc1ccc(C)c(CSc2nnc(C)c(=O)n2N)c1 | 14 | -7 | 14 | 3 | 4 | -0.1 | 100 | -0.1 | -7 | 3
C#CCNC(=O)C[C@@H]1C[C@@]2(C(=O)OCC)CCCC=C2N(CCCCCCCC)C1=O | . | -8 | . | -5 | . | . | 96 | 0.2 | . | .
C=CCOC(=O)c1[nH]c2c(c1C)C(=O)CC(c1cc(OC)c(OC)c(OC)c1)C2 (configuration not stated) | 14 | . | -15 | 7 | . | -1.3 | 96 | 1.6 | -34 | 0
(more compounds)
SMILES | MC4R antagonist | CaV13 FRET inh | Vif inh | m5-HT2A agonist | PDI inh | MC4R barr agon | ABCB6 inh 2 | aDG glyco act | Cardio protect | Glyco luc inh
CCOc1ccc(C(Nc2cccnc2)c2cc(Cl)c3cccnc3c2O)cc1 (configuration not stated) | 22 | -3 | 1 | -15 | 6 | -5.1 | 101 | 0.4 | 38 | 22
COc1ccc(OC)c(Nc2nc(N)c([N+](=O)[O-])c(N3CCOCC3)n2)c1 | -13 | -1 | 10 | -4 | 3 | -0.8 | 101 | -0.3 | 52* | -4
CC(C)CC(NC(=O)C(CO)NC(=O)C1CCC(=O)N1)C(N)=O (configuration not stated) | 15 | -5 | -20 | -1 | 9 | 1.2 | 99 | 0.1 | 8 | 0
Cc1cccc2sc(NC(=O)CN3C(=O)NC4(CCCC4)C3=O)nc12 | -4 | . | . | -2 | 10 | -2.5 | 93 | 0.5 | 0 | .
COCCn1c(SCC(=O)c2ccc3c(c2)OCCO3)nnc1C(C)C | 6 | . | . | -1 | -56 | -0.6 | 112 | -0.1 | 6 | 0
Cc1ccc(CSc2nnc(-c3ccc4c(c3)OCO4)o2)cc1 | 9 | . | 1 | 1 | 5 | -0.6 | 107 | 0.3 | -21 | 1
COc1cc2c(cc1OC)CN(C(=O)c1ccc3[nH]c(C)c(C)c3c1)CC2 | -2 | . | -10 | -4 | . | -2.1 | 93 | 0.0 | 2 | 1
COCCNC(=O)C1(C)CCN(C(=O)c2cc(C)nn2C(C)(C)C)C1 (configuration not stated) | -4 | -5 | 16 | -3 | 18 | -1.3 | 100 | -0.3 | 0 | 1
O=C(CC1Oc2ccccc2NC1=O)NC1CCCC1 (configuration not stated) | -8 | 8 | -2 | 1 | 2 | -0.1 | 102 | 0.0 | 2 | -1
O=C(C1CCCN(S(=O)(=O)c2cc(Cl)ccc2Cl)C1)N1CCCCCC1 (configuration not stated) | 11 | -6 | -7 | -1 | 2 | -2.7 | 93 | 0.0 | -3 | -1
Cc1ccc(C23CC4CC(CC(C(=O)NCC(=O)O)(C4)C2)C3)cc1 | 1 | -20 | -1 | 2 | -4 | 0.2 | 100 | -0.1 | 2 | 1
COc1ccc(NC(=O)COC(=O)CN2C(=O)C3CC=CCC3C2=O)c([N+](=O)[O-])c1 (configuration not stated) | 7 | -16 | -4 | 8 | 8 | -2.4 | 100 | 0.0 | -5 | 0
C(=N\Nc1nc2ccccc2[nH]1)/c1ccncc1 | -7 | -4 | -3 | -6 | 7 | -2.6 | 88 | -0.3 | -2 | -5
Cc1ccc(-n2c(=O)[nH]c3c(C(N)=O)nc(CC(C)C)nc32)cc1 | -2 | -6 | -14 | -6 | -10 | 2.0 | 112 | -0.1 | 9 | 4
Nc1nc(Cl)cc(N2CCCC2)n1 | 3 | -21 | -8 | 9 | -7 | -0.7 | 95 | 0.0 | 2 | 2
COc1ccc(C(=O)N/N=C/c2cc(Br)ccc2O)cc1OC | 6 | -7 | -3 | -5 | -6 | 0.5 | 96 | 0.1 | 60* | -6
CCS(=O)(=O)c1nc(S(=O)(=O)c2ccc(Cl)cc2)c(N2CCOCC2)s1 | 5 | -2 | 6 | -2 | -2 | -1.8 | 97 | 0.3 | -6 | -4
O=C(CCCC(=O)N(CC(=O)NC1CCCCC1)Cc1ccccc1)Nc1ccccn1 | 10 | . | -2 | 0 | -6 | 1.1 | 95 | -0.1 | -4 | 1
O=C(Cc1ccccc1[N+](=O)[O-])Nc1ccccc1C(=O)N1CCCC1 | 9 | 2 | -3 | 0 | -5 | 3.3 | 93 | -0.2 | 7 | 1
O=C1c2ccc(-c3ccc(F)cc3OCc3ccccc3)cc2S(=O)(=O)c2cccc(C(=O)N3CCN(c4ncc(Cl)cc4Cl)CC3)c21 | -5 | -10 | 9 | -11 | 0 | -2.0 | 94 | -0.3 | 4 | -2
Cc1cc(C)cc(N(CC(=O)N2CCn3c2nc2ccccc23)S(=O)(=O)c2c(C)noc2C)c1 | -2 | 18 | 20 | 5 | -2 | -1.9 | 102 | 0.4 | 2 | 2
CCN1CCc2nc3sc(C(=O)Nc4cccnc4Cl)c(N)c3cc2C1 | -10 | -4 | -10 | -3 | 1 | 0.3 | 105 | 0.5 | 19 | 6
COC(=O)c1ccc(OS(=O)(=O)c2ccc(NC(C)=O)cc2)cc1 | -2 | -19 | -16 | -3 | 17 | -1.3 | 100 | 0.3 | -13 | -2
COc1ccc(-c2c(NC(=O)c3ccco3)n(-c3ccccc3)nc(C)c2=O)cc1 | 11 | -4 | 15 | 7 | 0 | 1.6 | 95 | -0.1 | 0 | 3
CC1Sc2ccc(C(=O)NCc3ccccn3)cc2NC1=O (configuration not stated) | -7 | -2 | -6 | -1 | -14 | -0.3 | 95 | 5.5* | -16 | 2
COc1cc(C(Nc2ccccn2)c2c(NC(=O)c3ccco3)sc(C)c2C)cc(OC)c1OC (configuration not stated) | 1 | 2 | -11 | -2 | 2 | -0.8 | 93 | -0.3 | 10 | 0
O=C(CSc1nnc(-c2cccc(F)c2)o1)N1CCCC1 | -1 | -3 | -10 | 8 | -41 | 0.5 | 88 | -0.1 | 3 | 0
COc1ccc(NC(=O)CSc2nc(N3CCCCC3)nc(N3CCCCC3)n2)cc1 | 7 | -2 | . | 9 | -1 | -0.1 | 95 | -0.1 | 12 | -4
